# PKA-R2B act = PKA-R2B complex activation; PKA-R2B holoenzyme dissociation, Cy5-IP20 fluorescence polarization; R2B truncated from residue 108, S112A mutant; 0% DMSO only, 100% 113 µM cGMP; AID 504700; 340,000 tested, 0.079% active; P22694+P31323; activation, % at 11.4 µM;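 active = activation above a cutoff set at the mean over all compounds plus 3 SD, cut at about 18% in these data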;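 note: higher means more holoenzyme dissociation and a rise in polarization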
# Target sequence (P31323 whole entry, looked up, other chains not shown, the tested form may be a part): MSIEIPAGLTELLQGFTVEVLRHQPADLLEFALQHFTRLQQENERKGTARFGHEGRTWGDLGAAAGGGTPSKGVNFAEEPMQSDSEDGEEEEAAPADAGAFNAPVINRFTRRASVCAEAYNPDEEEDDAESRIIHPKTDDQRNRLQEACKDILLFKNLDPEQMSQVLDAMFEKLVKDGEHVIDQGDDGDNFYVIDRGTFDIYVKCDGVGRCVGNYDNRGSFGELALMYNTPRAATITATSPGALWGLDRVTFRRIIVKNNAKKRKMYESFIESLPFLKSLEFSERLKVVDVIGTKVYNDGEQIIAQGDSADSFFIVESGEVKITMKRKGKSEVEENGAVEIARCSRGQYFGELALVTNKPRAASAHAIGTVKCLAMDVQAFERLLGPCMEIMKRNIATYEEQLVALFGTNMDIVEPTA
# LANA DNA inh = inhibitors of KSHV LANA C-terminal domain DNA binding | MBP-C-LANA/FAM-LBS DNA binding, fluorescence polarization | inhibition, % at 9 µM | 340,000 tested, 0.078% active | AID 504423;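 active = highest replicate inhibition at or above 60% at 9 µM, even if other replicates fall short; inactive = all replicates below 60% inhibition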;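 note: 0% = neutral control wells and 100% = 4 µM acridine orange control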
# PvdQ inh = P. aeruginosa PvdQ acylase inhibition | purified PvdQ acylase, fluorescence plate reader | inhibition, % at 10 µM | 340,000 tested, 0.063% active; in the data active = inhibition above about 30%, passing the limit was not always enough;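 note: 0% = vehicle neutral wells and 100% = reference inhibitor wells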
# SR-BI DiI-HDL act = enhances SR-BI lipid uptake from DiI-HDL; CHO ldlA[mSR-BI] cells, DiI-HDL uptake fluorescence, 3 h; 100 = double the neutral-control signal; activation, % at 12.5 µM; 320,000 tested, 0.096% active; AID 504775;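 active = mean replicate activation of at least 60% and every replicate at or above 60%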;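 note: 0% = median plate neutral-control signal and 100% = twice that signal; values of inactives mirror those of a sister screen read the other way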
#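 material = CHO ldlA[mSR-BI] cells | medium = Ham's F12 with 0.5% BSA, HEPES 25 mM, pH 7.4 | reagent = fluorescent DiI-HDL, 10 µg/mL final | compound dosing = single-point compound dose | incubation = 3 h, 37 °C | measured by = bottom-read fluorescence, 550/595 nm | measure = HDL uptake via cellular fluorescence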
# NSD2 inh = blocks human histone methyltransferase NSD2; O96028; NSD2 peptide methylation, AlphaScreen, 120 min; inhibition, % at 12.5 µM; 310,000 tested, 0.54% active; AID 743445; in the data active = inhibition above about 50%
# DAGLB inh = diacylglycerol lipase beta (human) inhibition; Q8NCG7; HEK293T DAGLB membrane lysate, EnzChek fluorogenic substrate; inhibition, % at 5.17 µM; 340,000 tested, 0.059% active; AID 504411; in the data active = inhibition above about 34%;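 note: 0% = enzyme with vehicle and 100% = wells lacking enzyme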
# Target sequence (Q8NCG7 whole entry, looked up): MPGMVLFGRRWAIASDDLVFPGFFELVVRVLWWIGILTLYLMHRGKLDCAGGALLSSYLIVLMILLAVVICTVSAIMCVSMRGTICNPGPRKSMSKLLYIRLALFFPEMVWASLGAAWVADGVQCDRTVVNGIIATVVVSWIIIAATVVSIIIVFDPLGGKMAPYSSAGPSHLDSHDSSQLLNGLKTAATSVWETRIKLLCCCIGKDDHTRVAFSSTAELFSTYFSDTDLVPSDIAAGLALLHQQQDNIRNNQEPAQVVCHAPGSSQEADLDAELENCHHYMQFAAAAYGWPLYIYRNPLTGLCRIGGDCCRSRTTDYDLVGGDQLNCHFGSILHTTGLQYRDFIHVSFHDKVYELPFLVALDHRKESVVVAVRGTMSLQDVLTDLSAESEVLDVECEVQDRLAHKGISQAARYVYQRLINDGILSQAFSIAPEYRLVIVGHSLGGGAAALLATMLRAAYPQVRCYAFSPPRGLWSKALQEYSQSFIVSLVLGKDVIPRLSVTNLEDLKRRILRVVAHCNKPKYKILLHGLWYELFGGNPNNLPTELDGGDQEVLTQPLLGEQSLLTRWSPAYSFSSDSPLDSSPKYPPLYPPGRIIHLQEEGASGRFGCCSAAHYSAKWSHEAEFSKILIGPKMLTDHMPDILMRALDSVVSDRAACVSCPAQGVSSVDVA
# SR-BI HDL uptake = inhibitors of mouse SR-BI mediated HDL lipid uptake. Q61009. ldlA[mSR-BI] CHO cells, DiI-HDL uptake fluorescence, 3 h. inhibition, % at 12.5 µM. 320,000 tested, 0.96% active. AID 488896;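 active = mean replicate inhibition of at least 70% and a set share of replicates each scoring 70 or more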;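 note: 0% = median of neutral control wells and 100% = median of positive control wells; values of inactives mirror those of a sister screen read the other way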
# RTF Ca sens inh = cardiac RTF calcium desensitization | IANBD-labeled cardiac RTF, Ca2+ fluorescence | inhibition, % at 7.15 µM | P19429+P45379 | AID 493244 | 340,000 tested, 0.12% active;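 active = inhibition above the mean inhibition of all tested compounds plus 3 SD, cut at about 17% in these data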;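 note: assay run at fixed EC70 calcium of 1.6 mM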
# Arr AP2 block = blocks beta-arrestin peptide binding to AP2 adaptin; FITC-arrestin peptide / GST-AP2 beads, flow cytometry; AP2 beta2 appendage carries R879A mutation; inhibition, % at 10 µM; 340,000 tested, 0.31% active;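 active = inhibition above a set limit, near 3 SD of compounds lacking own fluorescence, cut at about 54% in these data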;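 note: plate controls were DMSO wells for no effect and 5 µM unlabelled arrestin peptide for full effect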
#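 Measured by: flow cytometry, FL1 (488/535 nm); Material: AP2 appendage R879A on GSH beads; Evaluation: percent response; Timing: pre-incubation 12 min, peptide binding 1 h, room temperature; Also added: 50 nM FITC-arrestin peptide; Medium: PBS with 0.05% Tween 20 and 0.1% BSA.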
# Keap1-Nrf2 PPI = inhibitors of human Keap1-Nrf2 protein-protein interaction; Q14145; Keap1 Kelch-Nrf2 peptide fluorescence polarization, 1536-well; inhibition, % at 9.4 µM; 340,000 tested, 0.15% active; AID 504523; in the data active = inhibition above about 12%;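 note: human Keap1 Kelch domain with fluorescein labeled Nrf2 9mer peptide probe; 0% = neutral control wells and 100% = peptide positive control; higher means more block of Keap1 binding to Nrf2 peptide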
# * marks the source's active call; other numbers are inactive results; x = no result given.
SMILES,PKA-R2B act,LANA DNA inh,PvdQ inh,SR-BI DiI-HDL act,NSD2 inh,DAGLB inh,SR-BI HDL uptake,RTF Ca sens inh,Arr AP2 block,Keap1-Nrf2 PPI
Cc1ccccc1-n1c(=O)n(CCc2ccccc2)c(=O)c2[nH]cnc21,3,0.2,-13,-4,3,1,4,-4,-4,-4
CC(C)c1ccccc1NC(=O)COC(=O)c1ccc(Cl)c(S(=O)(=O)N2CCCCCC2)c1,4,3.1,-2,-11,-1,-5,11,-5,1,-1
CC1CCCN(C(=O)COC(=O)c2cc([N+](=O)[O-])ccc2N2CCOCC2)C1 (configuration not stated),-11,-1.2,6,-39,0,1,39,6,9,3
Cc1onc(-c2c(F)cccc2Cl)c1C(=O)Nc1ccc(Cl)c(S(=O)(=O)N(C)C)c1,-7,1.4,-3,-29,0,-1,29,0,2,-2
CCOc1ccc(C(=O)CN2CCN(S(=O)(=O)c3ccc(Cl)cc3)CC2)cc1,-10,0.6,-19,-5,-3,-5,5,-6,27,-2
COc1cccc(NC(=O)CSc2nc(O)c(C)c(=O)n2-c2ccc(C)cc2)c1,-3,0.7,-4,17,6,2,-17,0,-5,-7
CS(=O)(=O)N(Cc1ccccc1)c1ccc(C(=O)Nc2ccccc2Sc2ccccc2)cc1,-5,6.5,3,45,-2,0,-45,-8,7,4
CC(=O)c1c(C)[nH]c(C(=O)OCC(=O)c2ccc3c(c2)NC(=O)CO3)c1C,5,-0.3,-18,-39,0,2,39,-13,-3,0
COc1ccc(C)cc1NC(=O)CSc1nnc(-c2ccc(C)cc2)o1,6,0.1,10,8,x,-8,-8,-5,19,-2
C=CCS(=O)(=O)N1CCC(CCOc2ccccc2)(C(=O)OCC)CC1,-7,-1.0,-13,16,-7,-3,-16,-2,4,-2
CSCc1c(C(=O)OCC(=O)NC2CCCCC2)oc2ccccc12,-6,-1.2,2,-19,-1,0,19,1,22,-2
Cc1ccc(/C(N)=N/OC(=O)N2c3ccccc3Sc3ccccc32)cc1,-11,0.2,-9,-25,-1,-6,25,4,11,1
COc1ccc(C2=NC(C)(C)Cc3cc(OC)c(OC)cc32)cc1OC,3,0.1,-12,27,-2,-2,-27,-3,0,-3
Cc1ccc(S(=O)(=O)NCCCCCC(=O)Nc2nccs2)cc1,0,1.2,6,-3,4,0,3,7,10,-4
O=C(Cc1ccccc1)NNC(=O)c1cccs1,8,1.5,-14,6,-22,-2,-6,2,-8,-2
Cc1ccnc2nc(C(=O)OCC(=O)NCCc3ccc(Cl)cc3)nn12,6,-0.2,0,4,-1,-2,-4,-5,20,1
O=C(/C=C/c1cn(-c2ccccc2)nc1-c1ccccc1)Nc1ccc(C(=O)O)cc1,-15,-5.5,0,1,0,4,-1,2,-2,-3
Cc1csc(C2=C(O)CN(CCc3ccccc3)C2=N)n1,-8,0.2,4,-13,x,1,13,-2,0,-5
CCOc1cc(-c2sc(Nc3ccc(CC)cc3)n[n+]2-c2ccccc2)ccc1OC,-9,0.1,-17,-47,x,4,47,-9,-7,-1
Cc1ccc(S(=O)(=O)NC(CC(C)C)C(=O)Nc2nccs2)cc1 (configuration not stated),-1,0.7,-16,-5,23,-1,5,-9,-10,-1
COCC(=O)NC1(c2nnnn2CCOC(=O)Nc2ccc(Cl)cc2)CCCCC1,9,0.4,-14,14,-1,-1,-14,-7,5,-3
CCc1cc2c(=O)n(-c3ccccc3)c(SCC(N)=O)nc2s1,5,-1.3,-4,15,5,-1,-15,-4,28,-4
CCc1ccc(NC(=O)CCc2nc3ccccc3[nH]2)cc1,-2,1.0,-1,0,4,1,0,-3,14,-2
O=C(C1CC1)N1CCc2cc(Br)cc(S(=O)(=O)NCCCN3CCCC3)c21,-5,0.7,-10,4,10,0,-4,-19,-3,0
COc1ccc2sc3ccccc3c(=O)c2c1OC,-18,-0.2,-19,2,-3,-1,-2,10,1,-3
COc1ccc2[nH]cc(C=O)c2c1,5,-1.0,-12,8,1,-1,-8,-11,-3,-3
COc1ccc(C(=O)C2CCCN(C(=O)C3=CCCC3)C2)c(C)c1 (configuration not stated),5,0.6,1,x,2,-1,x,-1,3,1
Cc1csc(NC(=O)CSc2nc(C)nc3c2c(=O)n(C)c(=O)n3C)n1,0,-1.4,-8,-27,x,1,27,-3,3,-2
Cc1cnc(C(=O)OCC(=O)c2ccc(F)c(F)c2)cn1,3,1.1,-7,27,0,2,-27,0,-14,-2
CC(Oc1cccc(Cl)c1)C(=O)Nc1nc(-c2ccccn2)cs1 (configuration not stated),9,0.7,-8,-5,4,-7,5,-6,-16,-1
Cc1ccc(NC(=O)CSc2nnc(-c3cccnc3)s2)cc1,-1,3.2,-12,12,-6,0,-12,-1,0,-6
Cc1ccc(OC(C)C(=O)Nc2ccncc2)cc1C (configuration not stated),-4,-1.3,18,-5,-3,-2,5,-5,13,-5
CCCCn1c(N)c(C(=S)NC(=O)CC(C)(C)C)c(=O)n(C)c1=O,-1,-1.7,-10,10,0,-4,-10,0,-3,-4
O=C(CN1CCN(Cc2ccccc2)CC1)N/N=C/c1cccs1,-1,-1.3,-6,x,48,-1,x,2,2,0
Cc1cccc(OCC(=O)NCCCNC(=O)c2ccc(C)nc2)c1,-2,2.6,-3,x,-2,-1,x,-8,49,-3
COC(=O)CCCC1=CC2=CC(=O)C(C)(OC(=O)C3CCCC3)C(=O)C2=CO1 (configuration not stated),-4,2.0,-8,8,x,1,-8,-23,12,-4
COc1cccc(CN(C)C(=O)c2ccc(COc3ccc(Cl)cc3)cc2)c1OC,-9,0.5,-10,2,-4,-23,-2,6,-4,1
CC(C)CNC(=O)N[C@@H](CC(C)C)C(=O)O,-6,-1.0,-1,x,-2,-2,x,-2,34,-5
COc1ccc(C(=O)CSc2nnc(-c3cc(C)cc(C)c3)o2)cc1,-5,2.1,-8,8,-4,-5,-8,-11,-7,-2
CCCSc1ccc([C@@H]2[C@H]3C(=O)N(CC)C(=O)[C@H]3[C@]3(C(=O)OC)CCCN23)cc1,-1,-1.5,7,16,x,-4,-16,-2,30,-11
c1ccc(CN2CCC(N3CCC(N4CCCCCC4)CC3)CC2)cc1,-3,-1.3,-16,9,x,0,-9,-5,3,2
O=C(CNC(=O)C1CCCCC1)OCC(=O)c1cccc(Cl)c1,-3,0.8,-4,6,-3,-2,-6,-6,2,1
O=C(O)c1ccc(/C=C2/SC(=S)N(Cc3ccccc3)C2=O)cc1,9,-1.1,-13,-24,2,-2,24,-11,-10,3
COc1ccc(Cc2nc(-c3ccccn3)no2)cc1OC,-4,0.1,-4,33,-2,4,-33,-4,5,-1
C=CCNC(=O)c1cc2sccc2n1C,0,-0.8,1,x,2,0,x,-5,14,0
O=[N+]([O-])c1ccc(COc2ccccc2/C=N/O)cc1,5,0.4,-15,11,1,-2,-11,2,11,-5
C/C(=N\NC(=O)c1csc(C)c1C)c1ccc(C)s1,-15,0.8,6,5,-2,-3,-5,-13,16,-1
O=c1nc2c(-c3cccc(Br)c3)n[nH]n2c2ccccc12,5,-1.6,-8,29,-3,-2,-29,-8,20,5
O=C(c1ccc(NS(=O)(=O)c2cccs2)cc1)N1CCCCC1,-4,-0.6,-10,-50,0,1,50,-12,-9,-1
CCN(C(=O)/C=C/c1cc(OC)c(OC)c(OC)c1)C1CCCCC1,4,0.0,0,-18,3,0,18,-1,2,1

# Continued:
SMILES,PKA-R2B act,LANA DNA inh,PvdQ inh,SR-BI DiI-HDL act,NSD2 inh,DAGLB inh,SR-BI HDL uptake,RTF Ca sens inh,Arr AP2 block,Keap1-Nrf2 PPI
Cc1nc(SCC(=O)NCCc2ccccc2)c2oc3ccccc3c2n1,-1,0.3,15,3,-1,1,-3,-8,1,-1
CCC1CCCCN1CCCNC(=O)C1CCC(=O)N1Cc1ccc(C)cc1 (configuration not stated),-4,1.1,1,16,3,3,-16,-15,-4,-1
C/C(=N\NC(=O)c1[nH]c2c([N+](=O)[O-])cc(C)cc2c1-c1ccccc1)c1cccnc1,-5,0.2,-14,-37,0,-1,37,2,-8,-1
C=CCOc1cccc(C2C(C(=O)c3ccco3)=C(O)C(=O)N2CCN(CC)CC)c1 (configuration not stated),6,-0.5,-5,8,3,1,-8,-49,11,1
Clc1ccc(SCCn2ccnc2)cc1,-1,-1.5,10,11,1,0,-11,-14,10,4
C[C@H]1CN=C(Nc2ccccc2)N1CCc1ccccc1,5,0.6,-16,28,x,1,-28,-14,-9,-5
Cc1cccc(C(=O)Nc2sc(C)c(-c3ccccc3)c2C#N)c1,0,-2.7,13,-27,-2,-11,27,1,2,-1
NNC(=O)CCS(=O)(=O)c1ccc2ccccc2c1,1,-1.5,-11,27,-7,3,-27,-2,4,2
CN(CCc1ccccn1)C(=O)CC1C(=O)NCCN1Cc1ccccc1C(F)(F)F (configuration not stated),-5,-1.1,-15,20,-2,0,-20,4,-3,-9
O=[N+]([O-])c1cccc(/C=N\N2CCN(Cc3ccccc3Cl)CC2)c1,-7,-4.0,-4,2,3,-12,-2,-4,-15,-2
CCCCOc1ccc(C(=O)NCc2ccncc2)cc1,-4,1.3,-19,3,7,-1,-3,-3,8,0
CCN(CC)c1nc2n(c(=O)n1)CCN2CC,11,0.5,-12,7,-1,4,-7,-7,5,-1
Cc1[nH]c(-c2ccc(F)cc2)cc1C(=O)N1CCN(c2cccc(Cl)c2)CC1,2,3.0,-7,-12,1,0,12,0,-4,4
CC1(C)CC(=O)c2cc(C(=O)NC3CCSC3=O)c(=O)n(-c3ccccc3)c2C1 (configuration not stated),-3,1.2,7,8,-3,-1,-8,0,19,-1
CN(C)Cc1c(C(=O)N/N=C/c2ccc(-c3ccccc3)cc2)nnn1-c1nonc1N,1,1.1,7,-22,0,-3,22,5,32,-2
O=C(Cc1ccc(S(=O)(=O)N2CCCC2)s1)N1CCN(c2ccc(F)cc2)CC1,7,-0.6,-12,-38,-2,-1,38,4,18,-5
CN(CCNC(=O)c1cn(C)c2ccc(S(=O)(=O)N3CCCC3)cc2c1=O)CCc1ccccc1,9,0.2,-6,2,2,-1,-2,-13,5,-1
Cn1c(=O)oc2cc(S(=O)(=O)NCCC(=O)N3CCN(c4ccccc4F)CC3)ccc21,-5,0.8,-5,-4,10,3,4,-5,38,2

# Three entries already listed, arranged by their value in LANA DNA inh, falling.
SMILES	LANA DNA inh
CCCCOc1ccc(C(=O)NCc2ccncc2)cc1	1.3
CCN(CC)c1nc2n(c(=O)n1)CCN2CC	0.5
O=C(Cc1ccc(S(=O)(=O)N2CCCC2)s1)N1CCN(c2ccc(F)cc2)CC1	-0.6

# Screening data deposited in PubChem BioAssay by several laboratories.
